# Compound activity deposited in PubChem BioAssay by several laboratories.
# bIAP inhibitor – blocks bovine intestinal alkaline phosphatase activity; purified bovine IAP, CDP-star luminescence, 30 min; inhibition, % at 20 µM; 190,000 tested, under 10 active;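 active means over 50% inhibition of intestinal alkaline phosphatase at 20 µM in the single-dose screen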
#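 Assay system – bovine IAP enzyme · Quantity – bovine IAP at 1/65,000,000 final dilution · Detection – CDP-star luminescence signal · Times – 30 min reaction at room temperature · Also added – CDP-star substrate at 30 µM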
# PMI act hi M6P – increases human PMI activity with near-saturating mannose 6-phosphate; P34949; coupled PMI enzyme assay, resazurin fluorescence, 20 min; stronger effect = higher value; 1 = untreated enzyme, 0 = substrate-free blank; activation factor at 20 µM; 190,000 compounds, 0.34% hits; AID 1216;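 active means activation factor of 2 or more at 20 µM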
# Target sequence (P34949 whole entry, looked up): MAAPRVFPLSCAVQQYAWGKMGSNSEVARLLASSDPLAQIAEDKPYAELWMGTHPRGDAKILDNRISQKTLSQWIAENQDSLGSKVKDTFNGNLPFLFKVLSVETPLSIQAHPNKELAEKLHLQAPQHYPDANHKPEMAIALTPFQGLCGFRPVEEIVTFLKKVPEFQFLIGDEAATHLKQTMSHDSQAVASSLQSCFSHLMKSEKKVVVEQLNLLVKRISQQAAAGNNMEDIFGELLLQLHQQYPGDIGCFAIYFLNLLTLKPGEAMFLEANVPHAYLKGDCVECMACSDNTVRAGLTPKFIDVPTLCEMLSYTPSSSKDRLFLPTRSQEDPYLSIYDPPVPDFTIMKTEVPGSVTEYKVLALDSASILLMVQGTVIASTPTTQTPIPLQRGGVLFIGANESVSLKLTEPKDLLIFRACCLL
#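 Material: human phosphomannose isomerase with PGI, G6PDH, diaphorase coupling enzymes. Quantity: 15 ng/mL PMI. Medium: HEPES pH 7.4 buffer with MgCl2 and Tween-20. Reagent: Near-saturating mannose-6-phosphate, 1.0 mM. Compound: 20 µM single dose. Times: enzyme reaction with compound 20 min at room temperature. Detection: resorufin fluorescence at Ex 544/Em 590 nm.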
# Diaphorase inh – counter-screen for diaphorase-based assays: diaphorase inhibitors and chemical oxidizers. diaphorase resazurin-to-resorufin fluorescence, NADH, 16 min; bacterial (C. kluyveri) enzyme, not human. inhibition, % at 20 µM. 190,000 compounds, 0.69% hits;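 active means primary screen inhibition at 20 µM above a set limit, cut at about 50% in these data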;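 further: plate controls were DMSO with full reaction for no effect and wells lacking NADH for full effect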
#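 System: Diaphorase enzyme from Clostridium kluyveri | Amount: Enzyme working solution with 0.14 U/mL diaphorase | Benchmarks: No-NADH positive control and DMSO neutral control | Signal: Fluorescence of resorufin formed from resazurin, Ex 544/Em 590 nm | Schedule: 16-min room-temperature incubation before reading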
# TNAP act hiacc – increases human TNAP activity under high phosphate acceptor concentration | purified TNAP, CDP-star luminescence, 1 M DEA, 30 min; stronger effect = higher value; 0 = EDTA background, 1 = DMSO-only activity | activation factor at 20 µM | 200,000 tested, under 10 active | AID 1136;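 active means activation factor at least 2 at 20 µM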
# Target sequence (P05186 whole entry, looked up): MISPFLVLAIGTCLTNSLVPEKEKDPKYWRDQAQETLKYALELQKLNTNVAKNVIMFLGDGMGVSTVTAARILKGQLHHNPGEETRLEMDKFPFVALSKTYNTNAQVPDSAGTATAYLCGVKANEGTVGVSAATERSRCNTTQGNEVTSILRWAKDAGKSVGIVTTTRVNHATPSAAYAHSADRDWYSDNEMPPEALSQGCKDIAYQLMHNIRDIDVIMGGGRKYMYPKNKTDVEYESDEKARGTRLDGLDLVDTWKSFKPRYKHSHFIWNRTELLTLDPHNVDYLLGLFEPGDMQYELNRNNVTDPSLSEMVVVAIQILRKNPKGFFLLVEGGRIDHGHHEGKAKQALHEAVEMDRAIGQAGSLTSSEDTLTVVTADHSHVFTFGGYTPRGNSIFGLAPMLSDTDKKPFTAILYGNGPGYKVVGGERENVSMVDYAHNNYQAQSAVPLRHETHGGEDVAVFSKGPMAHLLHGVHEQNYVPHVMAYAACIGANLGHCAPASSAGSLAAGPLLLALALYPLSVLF
#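 Test system – human TNAP · Doses – 20 µM single point · Incubation – 30 min, room temperature · Signal – luminescent substrate turnover signal · Read-out basis – activation factor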
# TNAP inh hiacc – blocks human TNAP under high phosphate acceptor concentration. 200,000 compounds, 0.03% hits. P05186. AID 1135. purified TNAP, CDP-star luminescence, 1 M DEA. inhibition, % at 20 µM;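 active means over 50% inhibition of tissue-nonspecific alkaline phosphatase at 20 µM in the single-dose screen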;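 further: plate controls were DMSO wells for no effect and EDTA-quenched wells as full inhibition for full effect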
# Diaphorase act – diaphorase activation or chemical reduction counter-screen; Diaphorase/resazurin coupled assay, resorufin fluorescence, 16 min; stronger effect = higher value; 1 = vehicle wells, 0 = NADH-free wells; activation factor at 20 µM; 190,000 compounds, 0.005% hits;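 active means diaphorase activity raised at least twofold by the compound at 20 µM; inactive means activation factor below 2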
#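 Material: Purified diaphorase enzyme from Clostridium kluyveri | Buffer or medium: 50 mM HEPES pH 7.4 with 4.542 mM MgCl2, 0.005% Tween 20 | Times: 16 min enzyme reaction, ambient temperature | Signal: Red resorufin fluorescence at 544/590 nm excitation/emission | Measure: Increased resorufin signal from activators or reducing compounds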
# TNAP inh noacc – TNAP (human) inhibition, acceptor-free conditions; P05186; purified TNAP, CDP-star luminescence, 30 min; inhibition, % at 20 µM; 200,000 compounds, 0.26% hits; AID 1012;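 active means tissue-nonspecific alkaline phosphatase inhibition above about 50% at 20 µM in the single-dose screen, limit read from the data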;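 further: 0% = DMSO negative control and 100% = EDTA positive control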
# bIAP act – intestinal alkaline phosphatase (bovine) activation | purified bovine IAP, CDP-star luminescence, 30 min; stronger effect = higher value; fold of DMSO-control signal, blank-subtracted | activation factor at 20 µM | 200,000 compounds, 0.17% hits | AID 1016;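 active means activation factor of 2 or more at 20 µM, a signal rise over negative controls twice the positive control's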
# PMI act – activators of human phosphomannose isomerase; activation factor at 20 µM; AID 1214; 190,000 compounds, 0.005% hits; purified human PMI, coupled resazurin fluorescence, 20 min; stronger effect = higher value; 1 = vehicle control, 0 substrate-free wells;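 active means activation factor of 2 or more at 20 µM, relative to plate controls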
# Lmaj promast – reduces viability of Leishmania major promastigotes. inhibition, % at 10 µM. resazurin fluorescence viability. AID 1063. 200,000 compounds, 9% hits; in the data active means inhibition above about 50%;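 further: promastigotes grown with compound for 44 hours at 28 °C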
# * = called active by the depositor.
SMILES,bIAP inhibitor,PMI act hi M6P,Diaphorase inh,TNAP act hiacc,TNAP inh hiacc,Diaphorase act,TNAP inh noacc,bIAP act,PMI act,Lmaj promast
Cc1ccc(S(=O)(=O)NCC2CCC(C(=O)NCCCOC(C)C)CC2)cc1 (centres undefined),6,0.9,8,1,1,0.9,-8,0.9,1,-4
N#Cc1nc(COc2ccc(Cl)cc2)oc1N1CCCC1,4,1,14,1.1,-6,0.9,-10,1,1,-3
CN(Cc1cnccn1)Cc1nc(Cc2cccc(F)c2)no1,13,1.1,9,1.1,-7,0.9,-13,0.9,1,-5
O=C(CN(Cc1ccco1)C(=O)c1cc(=O)[nH]c2ccccc12)Nc1ccccc1C(F)(F)F,10,0.9,16,1,-1,0.8,-12,0.9,0.9,11
CCc1nc2ccccc2n1CC(C)C(=O)O (centres undefined),11,1.1,19,1,-1,0.8,-10,0.9,1.1,-4
CCCCOC(=O)Nc1ccc(C(=O)OCCC)cc1,30,0.9,24,1.1,-6,0.8,-12,0.7,0.9,9
COC(=O)Cn1cnc2c(nnn2-c2ccc(C)cc2)c1=O,11,0.9,12,1,1,0.9,-6,0.9,0.8,-2
CCCC12CN3CCN(CC(C3)/C1=N\NC(=O)c1ccccc1N)C2,17,1,9,1,-3,0.9,-13,0.8,1,-4
C=CCSc1nc2sc(-c3ccccc3)cc2c(=O)n1N,20,1,5,1.1,-9,1,-3,0.8,1.1,-5
COc1ccc(CC(=O)N/N=C/c2cccn2-c2ccc([N+](=O)[O-])cc2)cc1OC,-12,1.1,22,0.9,5,0.8,13,1.1,1.1,11
CCOCCCNCc1ccc(OCc2ccc(F)cc2)c(OC)c1,-17,1,10,1.1,-5,0.9,-12,1.2,0.9,97*
CCCCN(Cc1ccccc1)C(=O)CCN1C(=O)C2C3C=CC(C3)C2C1=O (centres undefined),16,1,0,1,-1,1,-9,0.8,1,13
Cc1cccc(C(=O)NNC(=O)c2ccc(-c3ccccc3)cc2)c1,-22,1.1,3,1.1,-7,1,-32,1.2,1.1,-4
Cn1ncc2c(NNC(=O)c3ccc(Cl)cc3Cl)ncnc21,29,0.5,41,1,-2,0.6,-145,0.7,0.4,-4
CC(=O)Nc1nnc(CCS(=O)(=O)c2ccc(Cl)cc2)s1,-4,1,5,1,-3,1,-16,1,1.1,-4
O=C(Oc1c(-c2ccccc2Cl)oc2ccccc2c1=O)c1ccc(Cl)cc1,8,1,13,1,-3,0.9,-5,0.9,1,55*
O=C(O)CSc1ncnc2sc3c(c12)CCC3,-5,0.9,21,1,-3,0.8,-6,1.1,0.9,-7
Cc1ccccc1OCC(=O)N(Cc1ccc(N(C)C)cc1)C1CCS(=O)(=O)C1 (centres undefined),-8,0.8,8,1,-3,0.9,-9,1.1,1,1
Cc1ccc(O)c(CNn2cnnc2)c1,-10,1,3,1,-1,1,-8,1.1,1,4
COC(=O)c1ccccc1NC(=O)c1ccc(NS(C)(=O)=O)cc1,8,1,9,1.1,-6,0.9,-7,0.9,1,3
O=C1CC(=O)C(n2cncn2)C(c2cccc(Cl)c2)C1 (centres undefined),1,0.9,5,1,1,1,-7,1,1,-8
CCCc1cc(=O)[nH]c(SCC(=O)NN(c2ccccc2)c2ccccc2)n1,-29,1,2,1,-2,1,-8,1.3,1,5
N#CCSc1nnc(-c2ccc3c(c2)OCO3)o1,-9,0.9,17,1.1,-7,0.8,-9,1.1,0.9,-1
O=c1ccc2cc(S(=O)(=O)Nc3ccc(F)cc3)ccc2o1,11,1,11,1,0,0.9,-1,0.9,1,0
COCCCN(C(=S)NC(=O)c1ccc(C(C)(C)C)cc1)c1c(N)n(Cc2ccccc2)c(=O)[nH]c1=O,8,0.9,10,1,4,0.9,-26,0.9,0.7,-5

# Next section
SMILES,bIAP inhibitor,PMI act hi M6P,Diaphorase inh,TNAP act hiacc,TNAP inh hiacc,Diaphorase act,TNAP inh noacc,bIAP act,PMI act,Lmaj promast
COc1ccc(-n2ncc3c(NCCCn4ccnc4)ncnc32)cc1,19,1.1,-4,1,-1,1,-5,0.8,1.1,29
Cc1ccc(N2CCN(c3ccc(NCc4nc5ccccc5n4C)cc3)CC2)cc1,13,0.7,12,1,0,0.9,-3,0.9,1.1,44
N#Cc1nc(-c2ccc(OCc3ccc(Cl)cc3)cc2)oc1N1CCOCC1,7,0.9,11,1,-3,0.9,-8,0.9,1.1,-5
CCc1ccccc1Nc1nc2ccccc2n1CC,-18,1,4,1,-4,1,-14,1.2,1.1,72*
Cc1nn(C)c(C)c1CNC(=O)Nc1cccc(Cl)c1,-4,1,9,1,0,0.9,-19,1,1,0
CCOC(=O)c1sc(-c2ccccc2)cc1NC(=O)c1ccc(S(=O)(=O)N(CCOC)CCOC)cc1,8,0.9,10,1,0,0.9,2,0.9,0.8,7
Cc1c(NC(=O)C(C)NCC2CCCO2)c(=O)n(-c2ccccc2)n1C (centres undefined),-1,1,1,1,-2,1,-8,1,0.9,-4
CC(C)[C@H](NC(=O)c1ccco1)C(=O)NC12CC3CC(CC(C3)C1)C2,0,1,11,1,-1,0.9,-6,1,1,45
C=CCN1C(=O)/C(=N/n2cnnc2)c2ccccc21,7,1,-9,1,-4,1.1,-11,0.9,1,7
Cc1cccc(NC(=O)NCCc2ccc(Cl)cc2)c1,8,1.1,4,1.1,-6,1,-7,0.9,1,39
CCCSc1nnc2n(-c3ccccc3OC)c(=O)c3c4c(sc3n12)CCC4,-5,0.9,34,1.1,-8,0.7,-6,1.1,1,15
O=C(CN1C(=O)CC(c2ccco2)Sc2ccccc21)Nc1ccc2c(c1)OCCO2 (centres undefined),8,0.8,27,1,0,0.7,-6,0.9,0.8,-6
CC1CSc2n(-c3cccc(C(F)(F)F)c3)cc(-c3ccccc3)[n+]21 (centres undefined),-4,0.9,10,1,2,0.9,-9,1,0.9,87*
COc1cc(C)c(Cl)c(C)c1S(=O)(=O)NC1CC(C)(C)NC(C)(C)C1,0,1.1,-1,1,1,1,-2,1,1,19
Clc1ccc(Cn2ncc3c(N4CCCCC4)ncnc32)c(Cl)c1,9,1,-1,1,-1,1,-5,0.9,0.9,-4
O=C(CSc1ncnc2ccccc12)Nc1cccc(S(=O)(=O)N2CCOCC2)c1,-4,0.9,16,1,-1,0.8,-1,1,0.9,7
O=C(c1ccccc1)N1CCN(c2ccc(Cl)cc2)CC1,2,0.6,8,1.1,-9,0.9,-12,1,1,8
COc1cccc(NC(=O)CSc2nnc(-c3cccs3)n2C)c1,11,1,5,1,-5,1,-13,0.9,1,3
O=C(CCN1C(=O)/C(=C/c2cccs2)SC1=S)NNC(=O)c1cccc(O)c1,-7,1.1,-10,0.9,7,1.1,-22,1.1,1.1,-5
CC(=O)NC1CC2CCCC(C1)N2CC(=O)NCc1ccc(F)cc1 (centres undefined),-10,1,7,1,-1,0.9,-5,1.1,1,-2
C#CC[N+](C)(C)CCCCCCCCCC,4,0.9,23,1,-3,0.8,-2,1,0.9,58*
Cc1nc(SCC(=O)c2ccccc2)c(C#N)c(-c2ccco2)c1C(=O)NCc1ccco1,-2,1.4,19,0.9,10,0.8,6,1,1.1,17
Cc1sc(NC(=O)c2ccco2)c(C(c2cccnc2)N2CCCC2)c1C (centres undefined),-3,1,24,1,1,0.8,-6,1,1,99*
O=c1[nH]ncn1-c1cccc(C(F)(F)F)c1,-1,1,-7,1.1,-5,1.1,-7,1,1,-4
CC(NC(=O)C1CCCO1)c1ccccc1 (centres undefined),4,1,2,1,0,1,-6,1,1,-4

# More compounds follow.
SMILES,bIAP inhibitor,PMI act hi M6P,Diaphorase inh,TNAP act hiacc,TNAP inh hiacc,Diaphorase act,TNAP inh noacc,bIAP act,PMI act,Lmaj promast
COc1cc(-c2noc(-c3cccc(Cl)c3)n2)cc(OC)c1OC,-6,1,-7,1,0,1.1,-1,1.1,1,-4
Nc1nnnn1/N=C/c1ccccc1OCc1ccc(Cl)cc1Cl,20,1.6,13,1,0,0.9,-10,0.8,1.4,3
O=C(O)C1CCCCC1C(=O)Nc1ccc(Cl)cc1 (centres undefined),2,0.9,3,1,1,1,-4,1,0.9,-8
Cn1c(=O)c2c(nc(CN3CCN(Cc4ccccc4)CC3)n2Cc2ccc(Cl)cc2)n(C)c1=O,-6,0.8,26,1.1,-6,0.7,-9,1.1,1,40
COc1cc(S(=O)(=O)Nc2cccc(C(=O)O)c2)c(OC)cc1Cl,4,1.2,-8,1,2,1.1,-9,1,1.1,-9
CCn1c(=O)cc(OCC(=O)NCc2ccco2)c2ccccc21,0,1.1,9,1,-5,0.9,-16,1,1,-3
O=S(=O)(c1ccc(Cl)c(NC(=S)Nc2ccccc2N2CCOCC2)c1)N1CCOCC1,3,1,22,1.1,-5,0.8,0,1,1,12
COc1ccccc1C(=O)N(Cc1cccs1)C1CCS(=O)(=O)C1 (centres undefined),6,1.1,7,1.1,-8,0.9,-13,0.9,1,6
O=C(Nc1nc2ccccc2[nH]1)C1CC(=O)N(c2ccc3c(c2)OCCO3)C1 (centres undefined),-56,1,15,1.1,-10,0.9,-11,1.6,1.1,3
CCc1ccc(OCC(=O)NNC(=O)CSc2nnc(-c3ccc(C)cc3)n2C)cc1,-14,0.9,2,1,-3,1,-151,1.1,0.9,-13
C=CCOc1c(OC)cc(Cl)cc1C1NC(=O)NC(C)=C1C(C)=O (centres undefined),14,1,10,1,-4,0.9,-10,0.9,1,-8
Cn1c(NC(=O)c2ccc(Cl)cc2Cl)cc(=O)n(C)c1=O,-5,1,8,1,-4,0.9,-12,1.1,1,0
COc1cc(-n2c(C)nc3cc(C(=O)NCc4ccco4)ccc32)cc(OC)c1OC,-12,1,5,1,-4,0.9,-10,1.1,0.9,0
c1ccc(CNCCN2CCNCC2)nc1,-1,1,1,1.1,-6,1,-19,1,1,-2
COC(=O)/C(=C/c1ccccc1)NC(=O)c1ccco1,0,0.9,6,1,1,0.9,-6,1,1,-6

# Quoted at random: 5 compounds from above
SMILES,bIAP inhibitor,PMI act hi M6P,Diaphorase inh,TNAP act hiacc,TNAP inh hiacc,Diaphorase act,TNAP inh noacc,bIAP act,PMI act,Lmaj promast
CCn1c(=O)cc(OCC(=O)NCc2ccco2)c2ccccc21,0,1.1,9,1,-5,0.9,-16,1,1,-3
CCc1ccc(OCC(=O)NNC(=O)CSc2nnc(-c3ccc(C)cc3)n2C)cc1,-14,0.9,2,1,-3,1,-151,1.1,0.9,-13
c1ccc(CNCCN2CCNCC2)nc1,-1,1,1,1.1,-6,1,-19,1,1,-2
Cn1c(=O)c2c(nc(CN3CCN(Cc4ccccc4)CC3)n2Cc2ccc(Cl)cc2)n(C)c1=O,-6,0.8,26,1.1,-6,0.7,-9,1.1,1,40
COc1cc(S(=O)(=O)Nc2cccc(C(=O)O)c2)c(OC)cc1Cl,4,1.2,-8,1,2,1.1,-9,1,1.1,-9
